Eya2 inh – qHTS Assay for Inhibitors of the Phosphatase Activity of Eya2. Potency, µM (series often up to 76.9 µM), without a hit: top-dose activity, negative = inhibition, most hits filed as inhibitors. recombinant Eya2, OMFP fluorescence dephosphorylation (OMFP is methylfluorescein phosphate). Protein phosphatase EYA2 (Homo sapiens), O00167. 330,000 compounds, 0.006% hits; also: potency is read from the fitted curve at half-maximal effect; % is scaled to controls: 0 for no effect and ±100 for the full control effect
Target sequence (O00167 whole entry, looked up): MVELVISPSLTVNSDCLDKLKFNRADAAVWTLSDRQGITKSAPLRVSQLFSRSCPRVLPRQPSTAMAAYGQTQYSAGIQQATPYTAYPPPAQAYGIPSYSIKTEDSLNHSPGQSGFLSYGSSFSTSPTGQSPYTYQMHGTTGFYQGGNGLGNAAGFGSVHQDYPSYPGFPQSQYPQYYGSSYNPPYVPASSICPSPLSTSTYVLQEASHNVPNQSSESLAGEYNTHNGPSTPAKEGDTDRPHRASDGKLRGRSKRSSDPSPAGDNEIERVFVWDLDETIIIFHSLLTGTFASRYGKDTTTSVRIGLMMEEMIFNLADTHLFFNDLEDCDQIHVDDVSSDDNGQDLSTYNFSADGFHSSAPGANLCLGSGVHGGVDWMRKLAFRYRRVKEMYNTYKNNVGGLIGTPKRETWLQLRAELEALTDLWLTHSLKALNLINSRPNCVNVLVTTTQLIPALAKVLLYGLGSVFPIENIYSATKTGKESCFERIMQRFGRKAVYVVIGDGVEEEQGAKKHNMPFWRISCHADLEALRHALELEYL
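Eya2 protein (added as 0.2 uM solution) was preincubated with compound for 10 min at ambient temperature in 50 mM HEPES pH 7.5, 50 mM NaCl, 5 uM MgCl2, 0.05% BSA, 1 mM DTT. OMFP (added at 50 uM) then reacted 10 min; fluorescence read at 485/525 nm.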
ELG1 genotox – qHTS screen for small molecules that induce genotoxicity in human embryonic kidney (HEK293T) cells expressing luciferase-tagged ELG1. HEK293T ELG1-luciferase reporter, luminescence, 16 h. Potency, µM (top dose mostly 46 µM), for inactives: top-dose activity change, positive = activation, actives largely listed as activators. 330,000 compounds, 1.3% hits; also: potency is read from the fitted curve at half-maximal effect; % of control where 0% means no effect; nearly all actives have a fitted effect of over 60% in size
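Screening used a luciferase reporter fused to human ELG1 in HEK293T cells. Luminescence was read on a CCD plate imager after 16 hr exposure and 30 min ONE-Glo incubation.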
B2AR arrestin – qHTS assay of beta-arrestin-biased ligands of beta2-adrenergic receptor; Beta-2 adrenergic receptor (Homo sapiens), P07550; beta-arrestin recruitment to beta2AR, cell-based reporter; Potency, µM (top dose mostly 46.1 µM), for inactives: top-dose activation, usual class: activators; 330,000 compounds, 0.02% hits;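 also: potency is read from the fitted curve at half-maximal effect; 0% = DMSO controls and full agonism = EC100 isoproterenol or metaproterenol; nearly all actives have a fitted effect of over 65% in size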
Target sequence (P07550 whole entry, looked up): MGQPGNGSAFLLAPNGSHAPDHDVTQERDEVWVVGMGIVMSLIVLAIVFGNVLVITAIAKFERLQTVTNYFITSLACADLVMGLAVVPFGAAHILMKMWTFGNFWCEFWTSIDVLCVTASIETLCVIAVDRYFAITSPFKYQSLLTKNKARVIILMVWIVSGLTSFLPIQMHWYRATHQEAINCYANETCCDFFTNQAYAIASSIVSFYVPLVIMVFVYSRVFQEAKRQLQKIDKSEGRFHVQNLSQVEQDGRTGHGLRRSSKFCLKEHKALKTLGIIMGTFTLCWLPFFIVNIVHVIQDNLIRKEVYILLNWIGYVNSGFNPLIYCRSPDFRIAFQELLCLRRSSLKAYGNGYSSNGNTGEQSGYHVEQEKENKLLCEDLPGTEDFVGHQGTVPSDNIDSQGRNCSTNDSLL
uPA generation – qHTS for Inhibitors of Cell Surface uPA Generation | 330,000 compounds, 0.31% hits | AID 540303, 2011 | cell surface uPA generation assay, qHTS | Potency, µM (series often up to 38.3 µM), for the others: at the highest dose activity change, negative = inhibition, actives largely listed as inhibitors; active = well fitted inhibition curve with a large enough effect; inconclusive = small, poorly fitted or top-dose-only effect; inactive = no such curve, though single readings can be large or run the other way; tested in mouse RAW 264.7 cells; also: potency is read from the fitted curve at half-maximal effect; % is scaled to controls: 0 for no effect and ±100 for the full control effect; nearly all actives have a fitted effect of over 55% in size
BRCA1 expr act – qHTS Assay to Identify Small Molecule Activators of BRCA1 Expression; MCF7-BRCA1-FFLuc reporter, luminescence, 48 h; response scale: scaled: vehicle 0%, 10 µM genistein 100%; Potency, µM (doses to about 46.1 µM), for inactives: at the highest dose activation, hits mostly activators; 380,000 compounds, 1.1% hits; also: potency is read from the fitted curve at half-maximal effect; nearly all actives have a fitted effect of over 80% in size; some results filed as inactive show a strong effect at the top dose
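MCF7-BRCA1-FFLuc, 2000 cells/well; 2 h attach, 37 °C/5% CO2; compound 48 h; luciferase substrate 15 min; luminescence end-point. Norm. to genistein 10 microM max activation and DMSO; concentration-response curves fitted.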
a7 integrin act – qHTS for Activators of Integrin-Mediated Alleviation for Muscular Dystrophy | alpha7betagal myoblasts, beta-gal FDG fluorescence, 48 h | Potency, µM (highest dose often 38.3 µM), without a hit: top-dose activation, most hits filed as activators | 350,000 compounds, 0.064% hits;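 also: potency is read from the fitted curve at half-maximal effect; 100% = response of the positive control SU9516; nearly all actives have a fitted effect of over 60% in size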
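alpha7betagal+/- myoblasts (passage 13, 250/well) treated 48 h at 37C with compounds at 1:260 dilution of DMSO stock. Lysed, then beta-galactosidase activity read as FDG fluorescence (ex 480/em 540) after 30 min, with pre-read for autofluorescence.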
p53 reactivation – qHTS assay for re-activators of p53 using a Luc reporter; 320,000 compounds, 0.063% hits; Potency, µM (doses to about 92.2 µM), for the others: at the top dose activity change, positive = activation, most hits filed as activators; H1299 p53-A138V BP100-luciferase reporter, luminescence, 24 h; also: potency is read from the fitted curve at half-maximal effect; % of control where 0% means no effect; nearly all actives have a fitted effect of over 45% in size
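p53-null H1299 cells stably carrying temperature-sensitive p53-A138V and a BP100-luciferase reporter were pinned with compounds (4-point, 1:5 series) and held 24 hrs at 37 deg C. Luminescence was read 10 min after detection reagent.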
S-ASM inh – Inhibitors of Secretory Acid Sphingomyelinase (S-ASM): qHTS; 340,000 compounds, 0.006% hits; placental ASM, HMU-PC fluorogenic substrate, 60 min; AID 504937, 2011; Sphingomyelin phosphodiesterase (Homo sapiens), P17405; Potency, µM (titrated, usually from 57.5 µM), for the others: top-dose activity change, negative = inhibition, hits mostly inhibitors; also: potency is read from the fitted curve at half-maximal effect
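qHTS format. ASM enzyme prepared from human placenta hydrolyses the fluorogenic substrate HMU-PC0 (9 uM final) over 60 min at 37 °C after a 10 min compound preincubation.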
TRPV1 ag – HTS Assay for Compounds that Act as Agonists of the Vanilloid Receptor 1. Transient receptor potential cation channel subfamily V member 1 (Homo sapiens), Q8NER1. TRPV1-expressing cells, Fluo-8 calcium influx, agonist mode. activation, % at 8.33 µM. 320,000 compounds, 0.19% hits. AID 540275, 2011; in the data active = activation above about 80%; inconclusive = between about 30% and that limit; also: 0% is about no effect
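Fluo-8 calcium influx in TRPV1-expressing cells, kinetic read (ex 480/em 520 nm). Compound added and read 3 min for agonist activity, followed by capsaicin at EC20 final and 2 min further read for enhancement.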
USP2a block – qHTS Assay for Inhibitors of Ubiquitin-specific Protease USP2a Using CHOP2 as the Reporter | Ubiquitin carboxyl-terminal hydrolase 2 (Homo sapiens), O75604 | USP2 core, Ub-CHOP2 coupled fluorogenic reporter, 485/531 | Potency, µM (top dose mostly 38.3 µM), for inactives: at the highest dose activity change, negative = inhibition, usual class: inhibitors | 330,000 compounds, 0.01% hits | AID 463254, 2010;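 also: potency is read from the fitted curve at half-maximal effect; plate controls were DMSO wells for no effect and full inhibition by NEM control for full effect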
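Deubiquitinase activity read as fluorescence (485/531 nm) after Ub-CHOP2 cleavage activates the enterokinase reporter on its substrate; USP2 core 10nM, Ub-CHOP2 and substrate 25nM each, 30min compound preincubation then 60min RT; data normalized to NEM, curves fitted.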
TSG101-PTAP inh – qHTS Assay for Iinhibitors of HIV-1 Budding by Blocking the Interaction of PTAP/TSG101 | Tumor susceptibility gene 101 protein (Homo sapiens), Q99816 | 340,000 tested, under 10 active | Fluorescence polarization, FITC-PTAP peptide / Tsg101 binding | AID 493005, 2010 | Potency, µM (titrated, usually from 115 µM), without a hit: top-dose activity change, negative = inhibition, most hits filed as inhibitors; active = well fitted inhibition curve with a large enough effect in the main read-out, with a control signal flat, not every such curve was filed as active; inconclusive = small, poorly fitted or top-dose-only effect, or effect the other way, or a change in a side signal; inactive = no such curve, though single readings can be large or run the other way; also: potency is read from the fitted curve at half-maximal effect; % of control where 0% means no effect
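Compounds were pin-transferred onto Tsg101 binding domain (10 uM final) in HEPES pH 7.5 buffer, then FITC-PTAP peptide was added at 50 nM final. After 20 min at RT, polarization reported peptide displacement across a qHTS concentration series.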
Starred values were filed as active, the others as inactive; [ ] = remark or other dose. Unless noted, calls follow the shape of the dose curve; as a rule, active = well fitted curve in the direction sought with a large enough effect; inconclusive = small, poorly fitted or top-dose-only effect, or another doubt; inactive = no such curve, though single readings can be large; an effect the other way counts as inactive or inconclusive.

For O=C(CN1CCCN(Cc2ccc(F)cc2Cl)C1=O)NC1CCCCCC1 the results were Eya2 inh 6%, ELG1 genotox -7%, B2AR arrestin -0.2%, BRCA1 expr act -20%, a7 integrin act -16%, p53 reactivation -5%, S-ASM inh -2%, TRPV1 ag 12, USP2a block -1% and TSG101-PTAP inh -11%.
`S=C1NCN(CCc2ccccc2)CN1` gave Eya2 inh -8%, ELG1 genotox -1%, B2AR arrestin 2.8%, uPA generation 0%, BRCA1 expr act -9%, a7 integrin act 11%, p53 reactivation 2%, S-ASM inh -3%, TRPV1 ag 0, USP2a block 1% and TSG101-PTAP inh 0%.
CCn1c(=O)cc(OCC(=O)NC(C)c2ccc3c(c2)OCCO3)c2ccccc21 (centres undefined) was read as Eya2 inh -4%, ELG1 genotox inconclusive, B2AR arrestin 0.3%, uPA generation -3%, BRCA1 expr act 0%, a7 integrin act 5%, p53 reactivation -3%, S-ASM inh 1%, TRPV1 ag 0, USP2a block 0% and TSG101-PTAP inh 0%.
CCCCC(=O)Nc1cccc(NC(=O)c2ccc(Br)cc2)c1 was read as Eya2 inh 1%, ELG1 genotox -1%, B2AR arrestin 0.1%, BRCA1 expr act -28%, a7 integrin act -23%, p53 reactivation -3%, S-ASM inh -3%, TRPV1 ag -3, USP2a block 0% and TSG101-PTAP inh -5%.
Screening CCC(C)(C)C1CCC(=NNC(=O)c2ccoc2C)CC1 (centres undefined) returned Eya2 inh -25%, ELG1 genotox 7%, B2AR arrestin -1.0%, uPA generation 5%, BRCA1 expr act 99%, a7 integrin act 4%, p53 reactivation 21%, S-ASM inh -1%, TRPV1 ag -2, USP2a block 2% and TSG101-PTAP inh 0%.
Screening CCSc1nsc(NC(=O)Nc2ccccc2F)n1 returned Eya2 inh -1%, ELG1 genotox -5%, B2AR arrestin -0.6%, uPA generation 1%, BRCA1 expr act -12%, a7 integrin act -17%, S-ASM inh inconclusive, TRPV1 ag inconclusive, USP2a block 0% and TSG101-PTAP inh 0%.
Screening O=C(CN1CCC(O)CC1)N1c2ccccc2C=Cc2ccccc21 returned Eya2 inh 8%, ELG1 genotox 0%, B2AR arrestin -0.9%, uPA generation -2%, BRCA1 expr act -12%, a7 integrin act 4%, p53 reactivation -7%, S-ASM inh -2%, TRPV1 ag 4, USP2a block 10µM* and TSG101-PTAP inh -1%.
For COc1cccc(NC(=O)CN(C)C(=O)c2c(C)nn(Cc3ccc(C)cc3)c2Cl)c1 the results were Eya2 inh 11%, ELG1 genotox -1%, B2AR arrestin 0.1%, uPA generation 0%, BRCA1 expr act -3%, a7 integrin act -13%, p53 reactivation -5%, S-ASM inh 4%, TRPV1 ag 1, USP2a block 1% and TSG101-PTAP inh -7%.
`Cc1cc(C)c(CSc2ncc(-c3ccc([N+](=O)[O-])cc3)[nH]2)c(C)c1` gave Eya2 inh 12%, ELG1 genotox -15%, B2AR arrestin -0.3%, uPA generation -7%, BRCA1 expr act -72%, a7 integrin act -8%, p53 reactivation -9%, S-ASM inh -12%, TRPV1 ag -2, USP2a block -8% and TSG101-PTAP inh -2%.
Screening CCCCCCn1nc(C(=O)N(CCCC)c2c(N)n(CCC)c(=O)[nH]c2=O)c2ccccc2c1=O returned Eya2 inh 2%, ELG1 genotox 1%, B2AR arrestin -0.1%, uPA generation 1%, BRCA1 expr act -19%, a7 integrin act 3%, p53 reactivation -5%, S-ASM inh 3%, USP2a block 0% and TSG101-PTAP inh 1%.
Screening c1ccc(CCc2ccccn2)cc1 returned uPA generation 4%, BRCA1 expr act 18%, a7 integrin act 23%, S-ASM inh 7% and TSG101-PTAP inh -2%.
Screening Cc1nn2cc(-c3ccc(N)cc3)nc2s1 returned Eya2 inh 10%, ELG1 genotox inconclusive, B2AR arrestin -0.8%, uPA generation -13%, BRCA1 expr act 11%, a7 integrin act -12%, p53 reactivation inconclusive, S-ASM inh 4%, TRPV1 ag 0, USP2a block 0% and TSG101-PTAP inh -5%.
For Cc1cc(C(=O)OCCN2C(=O)c3ccccc3C2=O)c2ccccc2n1 the results were Eya2 inh 2%, ELG1 genotox -6%, B2AR arrestin 0.9%, uPA generation -18%, BRCA1 expr act -60%, a7 integrin act 16%, p53 reactivation 2%, S-ASM inh 1%, TRPV1 ag 25, USP2a block 0% and TSG101-PTAP inh -1%.
Cc1ccc(NC(=O)c2snc3c(=O)[nH]cnc23)cc1C was read as Eya2 inh 39%, ELG1 genotox 5%, B2AR arrestin 0.2%, p53 reactivation 6%, TRPV1 ag -3 and USP2a block 4%.
`COc1ccc(N2C(=O)c3ccccc3NC23CCC(C)CC3)cc1` (centres undefined) gave Eya2 inh 7%, ELG1 genotox inconclusive, B2AR arrestin -0.1%, BRCA1 expr act inconclusive, a7 integrin act 16%[7.66 µM], p53 reactivation inconclusive, S-ASM inh 14%, TRPV1 ag -3, USP2a block 1% and TSG101-PTAP inh -3%.
Screening Cc1nnsc1C(=O)Nc1cccc(Cl)c1Cl returned Eya2 inh -6%, ELG1 genotox -2%, B2AR arrestin -1.6%, uPA generation -7%, BRCA1 expr act -4%, a7 integrin act -9%, p53 reactivation 8%, S-ASM inh -2%, TRPV1 ag 1, USP2a block 4% and TSG101-PTAP inh -4%.
For O=C(NCSc1ccnc(SCNC(=O)c2ccccc2)n1)c1ccccc1 the results were Eya2 inh -15%, ELG1 genotox 6%, B2AR arrestin 3.3%, uPA generation -8%, BRCA1 expr act -28%, a7 integrin act -20%, p53 reactivation 7%, S-ASM inh 2%, TRPV1 ag 3, USP2a block 0% and TSG101-PTAP inh 1%.
NC(=O)c1ccc(NC(=O)CS(=O)(=O)c2cn(CC(=O)N3CCCC3)c3ccccc23)cc1 was read as Eya2 inh -17%, ELG1 genotox 2%, B2AR arrestin -0.1%, uPA generation 18%, BRCA1 expr act -10%, a7 integrin act 12%, p53 reactivation 7%, S-ASM inh -2%, TRPV1 ag 4, USP2a block 4% and TSG101-PTAP inh -2%.
For Cc1cc(C)c2c(c1)/C(=N\N=c1\sc3ccccc3n1C)C(=O)N2 the results were Eya2 inh 12%, ELG1 genotox 2%, B2AR arrestin 0.1%, uPA generation 2%, BRCA1 expr act 59%, a7 integrin act inconclusive, p53 reactivation 2%, S-ASM inh -7%, TRPV1 ag 0, USP2a block -2% and TSG101-PTAP inh 1%.
`COc1cc2c(cc1OC)C(c1ccccc1)N(C(=O)c1cccc(S(C)(=O)=O)c1)CC2` (centres undefined) gave Eya2 inh 2%, ELG1 genotox 18%, B2AR arrestin -0.3%, uPA generation 1%, BRCA1 expr act -32%, a7 integrin act 31%, p53 reactivation -5%, S-ASM inh 30%, TRPV1 ag 2, USP2a block 1% and TSG101-PTAP inh -9%.

2 entries picked at random from the list so far, as already listed:
`COc1cc2c(cc1OC)C(c1ccccc1)N(C(=O)c1cccc(S(C)(=O)=O)c1)CC2` (centres undefined) gave Eya2 inh 2%, ELG1 genotox 18%, B2AR arrestin -0.3%, uPA generation 1%, BRCA1 expr act -32%, a7 integrin act 31%, p53 reactivation -5%, S-ASM inh 30%, TRPV1 ag 2, USP2a block 1% and TSG101-PTAP inh -9%.
For Cc1cc(C(=O)OCCN2C(=O)c3ccccc3C2=O)c2ccccc2n1 the results were Eya2 inh 2%, ELG1 genotox -6%, B2AR arrestin 0.9%, uPA generation -18%, BRCA1 expr act -60%, a7 integrin act 16%, p53 reactivation 2%, S-ASM inh 1%, TRPV1 ag 25, USP2a block 0% and TSG101-PTAP inh -1%.
